# Screens as filed in PubChem.
# aSyn 5UTR inh = MLPCN primary screen, SNCA 5' untranslated region; alpha-synuclein 5'UTR reporter, inhibitor activity; inhibition, % (tested at 7.5 µM); actives 0.82% (n = 300,000); AID 1813, 2009; in the data active = inhibition above about 60%; inconclusive = no clear call, values can overlap the other calls;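 note: H4 neuroglioblastoma cells stably carrying SNCA 5'UTR luciferase fusion; 0% = DMSO wells and 100% = positive control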
# HSF1 activator = HSF-1 activators, primary screen, NIH3T3-HGL cells, MG132 stress, luminescence, single point | NIH3T3-HGL HSF-1 luciferase reporter, 8 h; 100% = twice DMSO control signal | activation, % at 9 µM | actives 1.7% (n = 300,000);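 active = mean replicate activation of at least 50% with a set share of replicates each reaching 50%; inconclusive = only one of those two conditions met; inactive = mean below 50% and too few replicates reaching it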;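 note: 0% = median of the neutral control wells and 100% = twice that signal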
# KLF5 inhibitor = KLF5 expression inhibitors, primary screen, DLD-1 cells, luminescence; actives 0.23% (n = 290,000); AID 1700, 2009; DLD-1 KLF5 promoter-luciferase reporter; inhibition, % at 5 µM;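 active = inhibition above a per-plate limit of that plate's mean compound inhibition plus 3 SD, cut at about 60% in these data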;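 note: 0% = DMSO wells and 100% = LY294002 at 200 µM; higher means less KLF5 promoter-driven luciferase light; inactives centre near -14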
# IEC-6 tox = cytotoxicity in IEC-6 intestinal epithelial cells, primary screen, cytotoxicity control for KLF5 inhibitor project, cell-based, luminescence. IEC-6 cytotoxicity, luminescence viability. inhibition, % at 5 µM. actives 0.78% (n = 290,000). AID 1825, 2009; in the data active = inhibition above about 22%;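 note: 0% = plate median of test compound wells and 100% = cytotoxic reference compound wells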
# AI-2 QS modul = Vibrio harveyi AI-2 quorum sensing modulators, primary screen, JMH597 strain, luminescence/OD600 ratio; Vibrio harveyi JMH597 AI-2 luminescence/OD600 ratio, 9 h; active compounds read low; strain lacks LuxN and CqsS sensors; 0 = neutral-control median; activity change, % at 7.5 µM; actives 0.4% (n = 300,000); AID 2094, 2009; in the data active = activity change below about -75%, passing the limit was not always enough; inconclusive = no clear call, values can overlap the other calls;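 note: luminescence divided by OD600 gain over 9 h not by final OD600 alone; inactives centre near 13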
# GSK3A inh = blockers of GSK3A enzyme activity – biochemical, luminescence, cell-free homogeneous, HTS, primary screen; AID 2650, 2010; actives 0.1% (n = 320,000); GSK-3 alpha kinase, ADP-Glo luminescence, 60 min; inhibition, % at 10 µM;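 in the data active = inhibition above about 50%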;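 note: GST-tagged GSK-3 alpha with peptide substrate and 25 µM ATP; 0% = DMSO neutral wells and 100% = GW8510 positive control wells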
# Target sequence (P49840 whole entry, looked up): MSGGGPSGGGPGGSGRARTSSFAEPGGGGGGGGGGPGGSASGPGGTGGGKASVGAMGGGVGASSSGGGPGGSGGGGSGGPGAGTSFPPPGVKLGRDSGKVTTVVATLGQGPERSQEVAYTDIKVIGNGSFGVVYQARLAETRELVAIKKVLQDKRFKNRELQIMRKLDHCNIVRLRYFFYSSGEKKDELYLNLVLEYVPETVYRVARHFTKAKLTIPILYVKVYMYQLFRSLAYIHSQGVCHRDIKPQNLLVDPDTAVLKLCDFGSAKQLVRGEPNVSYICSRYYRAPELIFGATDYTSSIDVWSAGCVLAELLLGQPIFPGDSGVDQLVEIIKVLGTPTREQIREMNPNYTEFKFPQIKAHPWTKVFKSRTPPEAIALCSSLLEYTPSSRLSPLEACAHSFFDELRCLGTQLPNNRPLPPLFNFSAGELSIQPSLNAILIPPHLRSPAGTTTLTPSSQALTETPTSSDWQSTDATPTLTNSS
# GSK3beta inhib = human GSK3beta kinase inhibitors, primary screen, biochemical, cell-free homogeneous, HTS; activity score (negative = inhibition), % at 10 µM; actives 0.038% (n = 300,000); GST-GSK3beta kinase, ADP-Glo luminescence, 60 min; active compounds read low; Glycogen synthase kinase-3 beta (Homo sapiens), P49841; AID 2097, 2009;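 active = more than half of replicate wells score below -50%, meaning over 50% inhibition versus plate controls; inconclusive = some replicates but at most half score below -50%; inactive = no replicate scores below -50%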;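 note: 0% = median DMSO wells and -100% = median GW8510 positive control wells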
# Target sequence (P49841 whole entry, looked up): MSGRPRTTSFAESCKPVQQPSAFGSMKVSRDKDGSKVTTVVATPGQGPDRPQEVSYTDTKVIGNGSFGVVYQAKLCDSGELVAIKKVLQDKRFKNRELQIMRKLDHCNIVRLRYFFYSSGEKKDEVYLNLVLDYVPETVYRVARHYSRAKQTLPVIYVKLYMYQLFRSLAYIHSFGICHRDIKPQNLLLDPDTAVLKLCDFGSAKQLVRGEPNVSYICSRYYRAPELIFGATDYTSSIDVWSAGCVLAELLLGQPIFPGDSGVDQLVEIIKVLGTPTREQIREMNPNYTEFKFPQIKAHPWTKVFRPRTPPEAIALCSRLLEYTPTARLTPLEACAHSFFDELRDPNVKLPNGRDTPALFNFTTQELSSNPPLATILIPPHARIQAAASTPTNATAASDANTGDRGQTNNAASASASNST
#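 Test system – GST-tagged human GSK3beta kinase, cell-free · Incubation – 60 min enzyme reaction, room temperature · Signal – ADP-Glo luminescence · Also added – peptide substrate and ATP at 25 µM · Controls – DMSO neutral wells and GW8510 at 20 µM as positive · Buffer or medium – Tris/MgCl2 kinase buffer · Measure – Luminescence-derived activity versus plate DMSO and GW8510 wells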
# HIF activator = HIF pathway transcriptional activators, primary screen, cell-based, U2OS HRE-luciferase, luminescence; U2OS HRE-luciferase reporter; normalized: DMSO 0%, desferrioxamine 100%; activation, % at 7.5 µM (by protocol); actives 0.32% (n = 300,000); AID 1910, 2009;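 active = mean activation of at least 10% of the iron chelator positive control signal, with at least half of replicates also reaching 10%; inconclusive = mean and replicate majority disagree about reaching 10%; inactive = mean and most replicates under 10%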
# HSP90 inh = HSP90 inhibitors, primary screen, cell lysate, luminescence. actives 0.91% (n = 290,000). Heat shock protein HSP 90 (rabbit reticulocyte lysate; luciferase refolding). Rabbit reticulocyte lysate, luciferase refolding luminescence, 3 h. inhibition, % at 5.6 µM. AID 1789, 2009;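 active = inhibition above the screen-wide mean plus 3 SD, computed separately per campaign, cut at about 16% in these data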;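 note: 0% = DMSO wells and 100% = 60 µM geldanamycin wells; inhibitors lower the luminescence because luciferase stays unfolded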
# HSF1 inh = HSF1 inhibitors in luciferase reporter cells, primary screen, cell-based, NIH3T3, luminescence. activity change, negative = inhibition, % at 7.5 µM (by protocol). actives 0.77% (n = 300,000). NIH3T3-HGL HSE-luciferase, MG132-induced, luminescence 8 h; active compounds read low;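 active = more than half of replicate wells show activity change below -50%, luminescence cut by over half; inconclusive = some wells, but at most half, below -50%; inactive = no replicate well below -50%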;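 note: luciferase reports HSF-1 transcriptional activity via heat shock element; 0% = median of DMSO wells and -100% = zero luminescence signal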
# * marks the source's active call; other numbers are inactive results; u = inconclusive; x = not tested or not shown.
SMILES,aSyn 5UTR inh,HSF1 activator,KLF5 inhibitor,IEC-6 tox,AI-2 QS modul,GSK3A inh,GSK3beta inhib,HIF activator,HSP90 inh,HSF1 inh
Cn1cnnc1SCC(=O)NC1CCCC1,1,6,-21,-1,6,2,1,-0.3,3,-2
CCc1ccc(CCC(=O)Nc2nc(CC(C)=O)ns2)o1,-15,-8,14,-3,22,2,-4,-0.1,2,-8
COc1ccc(NC(=O)Cn2nnc(-c3ccccc3NS(=O)(=O)c3ccccc3)n2)cc1,10,6,-5,-12,9,-3,-2,-0.5,-1,0
CN1CCN(Cc2c(C(=O)N/N=C/c3cccc(Br)c3)nnn2-c2nonc2N)CC1,7,4,7,1,63,34,-19,-4.7,2,-6
C=CCNC(=O)C1CC(=O)N(c2ccc(OCC(=O)Nc3cccc(OC)c3)cc2)C1 (centres undefined),-25,-8,-11,3,43,-2,2,0.6,-2,-4
O=C1OCCC1Sc1nnc(-c2ccc(Cl)cc2Cl)o1 (centres undefined),90*,-31,31,4,17,2,-1,-4.2,33*,-35
COC(Cn1c(-c2cccc(S(=O)(=O)N(C)C)c2)n[nH]c1=S)OC,-9,3,-8,-7,50,1,2,-0.3,-1,-2
COc1ccc(C)cc1NC(=O)N1CCCc2ccccc21,-43,-44,-23,0,59,-2,-1,-0.1,1,-38
COc1ccc(CC(NC(C)=O)C(=O)N2CCN(C(=O)Nc3cccc(F)c3)CC2)cc1OC (centres undefined),-8,6,-28,2,14,-2,-6,-0.2,5,-6
CCOC(=O)COc1ccc2cc(C(=O)OCC)c(=O)oc2c1,14,-13,3,-11,19,-2,2,-0.3,-4,-9
C#CCSc1nnc(-c2ccc(O)cc2)o1,-138,27,-107,-4,25,28,-19,1.2,2,17
CCc1ccccc1S(=O)(=O)Cc1ccc(C(=O)NCc2ccc3c(c2)OCO3)o1,-8,0,-22,-2,25,1,0,-0.2,0,1
CCc1ccc(NC(=O)C2C3CCC(O3)C2C(=O)O)cc1 (centres undefined),-24,-74,-5,-1,10,-1,1,-4.9,-4,-70*
COc1cccc(-c2ccc3nnc(SCC(=O)N4CCCC4)n3n2)c1,31,0,x,x,8,1,1,-0.3,x,-2
CCSc1ccccc1C(=O)NCc1cccnc1,12,0,-5,2,15,-2,2,-0.1,2,-7
O=C(CC1C(=O)NCCN1CC1CCCCC1)NCc1ccc(Cl)cc1 (centres undefined),-8,3,1,-4,23,-2,0,0.1,0,-1
c1ccc(-c2cc(-c3ccncc3)nc3ccc4ccccc4c23)cc1,19,14,-5,-6,23,-3,0,-0.3,-4,21
O=C(Nc1ccccc1N1CCCC1)c1ccc([N+](=O)[O-])o1,-112,34,-15,66*,83,12,-2,0.5,-1,19
Cc1[nH]nc2c1C1(CCOCC1)C(C#N)=C(N)O2,0,-11,-28,-6,28,0,-2,0.2,-2,2
COCc1c(Br)c(C)nc(OCC(=O)N/N=C/c2ccc(C)o2)c1C#N,1,-49,-8,5,27,-2,3,-0.4,2,-38
COc1ccc(C(=O)Nc2cccc(C(=O)N3CCN(C)CC3)c2)cc1,-6,-18,-35,-10,25,-3,-1,-0.1,-3,-7
Cn1cccc1Cc1nnc(SCC(=O)N2CCN(c3ccccc3)CC2)n1-c1ccc(F)cc1,-10,1,-19,0,6,-2,2,-0.4,0,-1
O=C(N/C(=C/C=C/c1ccccc1)C(=O)N1CCOCC1)c1ccccc1Br,-38,-13,8,-3,25,-1,-1,-0.6,-2,-15
Cc1ccc(S(=O)(=O)Cn2nnnc2C(c2ccccn2)N2CCN(c3ccccc3)CC2)cc1 (centres undefined),-1,-4,7,5,34,-11,1,-0.3,1,-6
O=C(NC(=S)Nc1ccc(Oc2ccccc2)cc1)c1ccc(Cl)cc1,4,-18,-9,1,46,0,6,0.2,-4,-15
SMILES,aSyn 5UTR inh,HSF1 activator,KLF5 inhibitor,IEC-6 tox,AI-2 QS modul,GSK3A inh,GSK3beta inhib,HIF activator,HSP90 inh,HSF1 inh
COC(=O)c1c(C)[nH]c(C(=O)OCC(=O)NC(C)(C)C)c1C,-14,5,-13,1,27,-1,2,-0.5,-1,-10
COc1cc2cc(CN(CCCN3CCOCC3)C(=O)Nc3ccccc3F)c(=O)[nH]c2cc1OC,2,-1,-15,-1,13,-6,1,-0.9,6,-1
Cc1ccc(C(=O)N/N=C\c2ccc(Br)o2)o1,6,x,-7,1,10,-3,-3,0.1,-1,x
CCN(CC)c1ccc(CN(C(=O)c2ccco2)C2CCS(=O)(=O)C2)cc1 (centres undefined),28,-1,16,1,x,-1,x,0.2,0,-6
Cc1ccc(-c2noc(CCC(=O)NCCc3ccccc3Cl)n2)cc1,x,x,-42,-3,x,-2,x,x,-1,x
COc1cc(/C=N/NC(=O)c2cccnc2)ccc1OCC(=O)Nc1ccccc1Cl,-73,34,-10,0,-11,-6,1,1.7,0,24
COCCCNC(=O)c1ccc(Cn2c(=O)c3ccccc3n(CC(=O)NCc3ccco3)c2=O)cc1,1,9,-37,3,-3,-2,3,-0.2,0,2
Cc1nc(NC(=O)CSc2nc(N)cc(N)n2)sc1C,5,41,-9,-7,17,-1,0,0.3,-3,18
COc1ccc2[nH]c(=O)c(CN(CC3CCCO3)S(=O)(=O)c3ccccc3F)cc2c1 (centres undefined),-9,5,-13,5,11,-1,-1,-4.1,2,-3
COCCCN(C(=O)c1ccccc1)c1nc(-c2ccc(OC)cc2)cs1,15,5,-45,10,11,-2,3,0.9,5,1
O=C(O)CCn1[nH]c(=O)c2ccccc2c1=O,-2,-3,-11,-3,16,-1,2,0.0,-4,-12
CCOC(=O)C1CCCN(C(=O)Cn2ncc3c([nH]c4ccc(C)cc43)c2=O)C1 (centres undefined),23,11,11,3,14,5,-3,0.0,3,12
O=C(CCN1CCCCC1c1cccnc1)NCc1ccccc1 (centres undefined),-1,6,18,9,15,-8,1,0.3,2,2
CCCNC(=O)Cn1nc(C)n2c(cc3cc(F)ccc32)c1=O,-12,15,-21,4,57,-1,0,-25,1,0
CC(=O)CSc1ncnc2c1cnn2-c1ccccc1,-157,u,-133,5,22,x,4,1.8,6,30
CC(C)(C)c1nnc(NC(=O)Cc2ccccc2[N+](=O)[O-])s1,-24,-5,-90,2,16,3,0,1.0,2,4
CC1CC(C)CN(CCCNC(=O)c2ccc3nc(N4CCOCC4)sc3c2)C1 (centres undefined),-113,-11,-30,11,1,1,-1,0.1,1,0
COc1ccc(C2N(c3ccc(OC)cc3)C(=S)N3CCCN23)cc1 (centres undefined),6,-18,-43,4,16,-1,-2,0.5,4,-2
Cc1cccc(NC(=S)N(Cc2ccc(Br)cc2)Cc2ccc(C(=O)O)cc2)c1,-36,2,-6,-6,49,-5,6,0.7,1,0
COc1ccc(C(=O)N2CCN(S(=O)(=O)c3cc(Cl)ccc3OC)CC2)cc1,-6,-3,6,2,20,0,3,-0.2,-2,-1
O=C(N/N=C/c1cccc([N+](=O)[O-])c1)c1cccc2cc[nH]c12,4,39,-9,-6,-4,0,2,1.1,-4,15
O=C(OCn1nnc2ccccc2c1=O)c1ccc2ccccc2n1,10,-5,-8,1,-44,x,-2,-8.9,0,8
O=C(O)c1cn[nH]c1-n1cnnn1,-22,4,-14,-2,27,0,1,-0.5,1,3
O=C(N/N=C/c1ccc(COc2ccc(Br)cc2)o1)c1ccco1,-25,7,-23,3,1,0,1,0.9,-1,7
Cn1ccc(C(=O)Nc2ccc(Br)cc2Br)n1,-79,5,-198,1,8,-1,1,1.0,1,-4
SMILES,aSyn 5UTR inh,HSF1 activator,KLF5 inhibitor,IEC-6 tox,AI-2 QS modul,GSK3A inh,GSK3beta inhib,HIF activator,HSP90 inh,HSF1 inh
O=Nc1c(O)n(Cc2cccc(Cl)c2)c2ccccc12,9,5,-29,2,21,x,1,-0.9,1,1
COc1ccc(N(C2CSC2)S(=O)(=O)c2ccccc2)cc1,20,25,-21,-4,29,-3,-2,-0.3,12,1
CCN1CCN(S(=O)(=O)c2c(C)cc(C)cc2C)CC1,10,6,-53,-1,2,-1,-1,-8.5,5,6
COC(=O)/C(C#N)=C/c1c(Oc2cccc(C)c2C)nc2ccccn2c1=O,8,26,11,7,8,-2,-1,-0.3,-2,-4
CCOC(=O)C1CCCN(C(=O)Cn2cccc2C(=O)c2ccccc2)C1 (centres undefined),5,5,-4,-2,13,-4,2,-0.4,1,-1
CC1=C(C(=O)OCC2CCCO2)C(c2ccsc2)C2=C(CCCC2=O)N1 (centres undefined),-13,-3,0,-3,15,-1,1,-0.5,2,-4
COc1ccc(N(CC(=O)NCc2ccc(F)cc2)C(=O)CCC(=O)Nc2ccccn2)cc1,11,36,-9,8,14,-2,-8,-0.1,-1,10
COc1cccc(CNC(=O)CN2C(=O)COc3ccc(S(=O)(=O)N4CCCCC4)cc32)c1,-21,3,-8,-8,13,0,-1,-0.2,-2,-6
CCOC(=O)NCC(C#CCN(CC)CC)N(CC)CC (centres undefined),2,4,-7,-1,11,-3,5,0.0,-2,-1
Cc1c(NC(=O)CSc2ccccn2)c(=O)n(-c2ccccc2)n1C,-4,-6,5,3,15,0,4,-0.6,1,-4
Cc1ccc(NCN2C(=O)C3C4CCC(C4)C3C2=O)cc1 (centres undefined),3,-33,-8,2,25,3,2,0.3,3,-36
Cc1cccc(NC(=S)NCC23C=CC(O2)C2C(=O)N(c4ccc(Cl)cc4)C(=O)C23)c1 (centres undefined),-34,98*,-45,7,18,-1,-2,-0.2,-3,68
CC(c1ccccc1F)n1cc(C(=O)NCCCn2ccnc2)nn1 (centres undefined),7,-19,-16,-4,-2,-3,0,-0.5,-1,0
Oc1ccccc1Oc1ncc(Br)c(N2CCOCC2)n1,24,-3,-8,-4,7,0,-7,-0.2,-8,-6
O=C(NCCCN1CCCCC1)C1CCCN(c2ncnc3c2nc2n3CCCCC2)C1 (centres undefined),-18,-10,-4,6,1,0,0,-0.1,-8,2
O=C(CCNS(=O)(=O)c1ccc(Br)s1)Nc1ccc(Cl)cc1,11,9,-24,-3,16,-5,-1,0.1,2,7
